Screening results from PubChem BioAssay.
APP 5UTR inh: APP translation inhibition | 0.82% of 190,000 active | SH-SY5Y APP 5'UTR-luciferase reporter, luminescence | inhibition, % at 2 µM;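 active = inhibition above a set limit, derived from the sample mean plus 3 SD, cut at about 45% in these data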; also: values of inactives mirror those of a sister screen read the other way
STAT1 activator: activators of IFN-gamma induced STAT1 signaling | NIH 3T3 STAT1-luciferase reporter, luminescence; 100% = IFN-gamma alone, no compound | activation (% of control), % at 5.5 µM | 2.6% of 200,000 active | AID 932;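 active = activation above the screen-wide mean activation plus 3 SD, cut at about 130% in these data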;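 also: raw ratio to IFN-gamma control signal so 100% means no change and 0% no light; values of inactives mirror those of a sister screen read the other way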
STAT1 inh: inhibitors of IFN-gamma induced STAT1 signaling. NIH 3T3 STAT1-luciferase reporter, luminescence. inhibition, % at 5.5 µM. 0.35% of 200,000 active;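 active = inhibition above a set limit, the mean inhibition across all tested compounds plus 3 SD, cut at about 34% in these data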;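 also: 0% = IFN-gamma with DMSO and 100% = IFN-gamma with 300 µM nifuroxazide; values of inactives mirror those of a sister screen read the other way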
Hsp70 act: Hsp70 transcriptional activation, primary screen | activation, % at 10 µM | HeLa Hsp70 promoter luciferase reporter, luminescence; scaled: vehicle 0, proteasome-inhibitor control 100% | 0.04% of 200,000 active;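 active = activation above the mean across all tested compounds plus 3 SD, cutoff set per campaign, cut at about 5.5% in these data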;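 also: 100% = MG132 at 30 µM as the positive control and 0% = DMSO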
Diaph act CS: diaphorase activation or chemical reduction counter-screen; Diaphorase/resazurin coupled assay, resorufin fluorescence, 16 min; active compounds read high; 1 = vehicle wells, 0 = NADH-free wells; AID 1229; 0.005% of 190,000 active; activation factor at 20 µM;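 active = diaphorase activity raised at least twofold by the compound at 20 µM; inactive = activation factor below 2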
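System – purified diaphorase enzyme from Clostridium kluyveri · Input – enzyme 0.07 U/mL final · Also added – final NADH 0.114 mM, resazurin 0.1 mM · Measured by – fluorescence of resorufin, 544 nm excitation, 590 nm emission · Timing – 16 min enzyme reaction, ambient temperature · Measure – resorufin increase flagging diaphorase activators or reducers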
STAT3 act: activators of IL-6 induced STAT3 signaling; U3A cells, IL-6 STAT3-luciferase reporter, luminescence; 100% = signal with IL-6 EC80 alone; activation (% of control), % at 5.6 µM; 0.91% of 190,000 active;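 active = activation above the screen-wide mean of compound activation plus 3 SD, cut at about 130% in these data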;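 also: 0% = background luminescence of wells with medium and substrate only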
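Material: STAT3-luciferase reporter U3A cells; Probe or stimulus: IL-6 (33 ng/mL); Incubation: compound pre-incubation 1 h before IL-6, then 6 h stimulation at 37 °C; Technique: luminescence from STAT3-driven luciferase reporter; Evaluation: % activation versus median of IL-6-stimulated wells; Controls: IL-6-only high control.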
TLR4 MyD88 comp: inhibitors of human TLR4-MyD88 binding; HeLa CL3-4 TLR4/MyD88 BLA complementation, FRET ratio; inhibition, % at 8.4 µM; 0.18% of 200,000 active; in the data active = inhibition above about 25%;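 also: 0% = vehicle and 100% = reference inhibitor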
Target sequence (O00206 whole entry, looked up): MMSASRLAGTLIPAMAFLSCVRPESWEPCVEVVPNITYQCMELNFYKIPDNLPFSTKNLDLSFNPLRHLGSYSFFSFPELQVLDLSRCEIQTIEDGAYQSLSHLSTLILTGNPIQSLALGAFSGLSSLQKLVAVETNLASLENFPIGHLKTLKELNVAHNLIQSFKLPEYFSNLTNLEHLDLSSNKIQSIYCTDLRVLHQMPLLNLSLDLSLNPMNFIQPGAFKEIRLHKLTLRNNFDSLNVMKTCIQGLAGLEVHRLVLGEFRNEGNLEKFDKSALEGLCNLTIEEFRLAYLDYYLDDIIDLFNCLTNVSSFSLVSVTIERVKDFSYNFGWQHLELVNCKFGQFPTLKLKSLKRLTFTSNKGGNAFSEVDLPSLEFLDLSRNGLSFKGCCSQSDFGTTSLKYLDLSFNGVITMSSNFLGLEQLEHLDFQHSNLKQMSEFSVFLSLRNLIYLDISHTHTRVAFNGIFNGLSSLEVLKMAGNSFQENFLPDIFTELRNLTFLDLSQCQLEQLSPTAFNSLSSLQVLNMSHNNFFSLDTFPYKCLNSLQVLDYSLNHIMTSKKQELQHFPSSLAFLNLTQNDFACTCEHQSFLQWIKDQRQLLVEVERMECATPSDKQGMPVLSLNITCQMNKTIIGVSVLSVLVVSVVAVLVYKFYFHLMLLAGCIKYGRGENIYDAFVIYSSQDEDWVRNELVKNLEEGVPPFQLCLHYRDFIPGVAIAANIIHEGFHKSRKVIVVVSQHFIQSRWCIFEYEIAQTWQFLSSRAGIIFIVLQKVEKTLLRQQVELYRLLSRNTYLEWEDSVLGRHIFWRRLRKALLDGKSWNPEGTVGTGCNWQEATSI
Target sequence (Q99836 whole entry, looked up): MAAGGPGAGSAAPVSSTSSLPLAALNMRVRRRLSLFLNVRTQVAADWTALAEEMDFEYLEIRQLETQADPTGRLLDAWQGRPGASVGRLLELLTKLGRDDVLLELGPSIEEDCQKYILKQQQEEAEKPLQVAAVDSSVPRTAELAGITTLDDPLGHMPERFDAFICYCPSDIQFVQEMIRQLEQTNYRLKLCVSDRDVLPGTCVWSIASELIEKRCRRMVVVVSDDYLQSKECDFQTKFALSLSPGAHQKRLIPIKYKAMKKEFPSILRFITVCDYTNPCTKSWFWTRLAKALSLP
Diaph inh CS: counter-screen for diaphorase-based assays: diaphorase inhibitors and chemical oxidizers. diaphorase resazurin-to-resorufin fluorescence, NADH, 16 min; bacterial (C. kluyveri) enzyme, not human. inhibition, % at 20 µM. 0.69% of 190,000 active;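 active = primary screen inhibition at 20 µM above a set limit, cut at about 50% in these data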;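 also: plate controls were DMSO with full reaction for no effect and wells lacking NADH for full effect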
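controls = No-NADH positive control and DMSO neutral control | system = Clostridium kluyveri diaphorase enzyme | timing = reaction incubation of 16 min at room temperature | signal = resorufin fluorescence 544/590 nm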
STAT3 inh: reduces IL-6 driven STAT3 reporter signal | inhibition, % at 5.5 µM | AID 862 | U3A cells, IL-6 STAT3-luciferase reporter, luminescence; host cell line lacks STAT1 | 0.89% of 190,000 active;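 active = inhibition above the mean inhibition across all screened compounds plus 3 SD, cut at about 44% in these data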;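 also: 0% = DMSO only wells and 100% = 100 µM nifuroxazide control wells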
G6PDH CS: L. mesenteroides G6PDH inhibition counter-screen. Purified L. mesenteroides G6PDH, diaphorase/resazurin coupled fluorescence, 45 min. inhibition, % at 5 µM. 0.12% of 200,000 active. AID 1020; in the data active = inhibition above about 50%
Numbers without * were called inactive; nt = not tested or not shown.

Molecule	Diaph act CS	Hsp70 act	APP 5UTR inh	STAT3 act	STAT1 activator	Diaph inh CS	TLR4 MyD88 comp	G6PDH CS	STAT1 inh	STAT3 inh
CCN(CC)c1ccc(/C=C2/C(=O)N(c3ccc([N+](=O)[O-])cc3)N=C2N2CCOCC2)cc1	0.8	-0.3	-4	100	90	24	0	-1	11	4
COc1ccc(CN2C(=O)c3cccnc3C2Nc2ccc(C)cc2)cc1 (centres undefined)	1	-0.1	19	109	108	0	-5	7	-9	-10
Cc1ccccc1C(=O)NC1CCN(C(=O)N2CCOCC2)CC1	1	-0.6	7	106	101	-1	19	14	2	-4
Nc1cccc2c1nnn2C1OC(CO)C(O)C(O)C1O (centres undefined)	0.8	-0.3	7	nt	105	19	-13	7	-7	nt
O=C(NN1CCOCC1)c1cc(-c2ccncc2)nc2ccccc12	0.8	-0.1	12	99	106	16	-9	4	-8	8
O=C(Nc1ccc2oc(=O)ccc2c1)c1cc([N+](=O)[O-])ccc1N1CCOCC1	0.8	-0.1	9	102	105	18	-19	-4	-7	2
CCNC(=O)OCc1cn(-c2ccc(Cl)cc2)nn1	0.9	-0.2	-15	95	106	10	-5	-8	-6	14
CC(C)(C)c1cc[n+](/C(C(=S)NC2CC2)=C(/[O-])c2ccc(Cl)s2)cc1	0.8	-0.2	nt	101	102	18	-7	13	-2	-3
Cc1ccc(-n2ncc(C(=O)Nc3cc(Cl)cc(Cl)c3)c2C2CCNCC2)cc1C	1	-0.1	79*	79	99	2	-3	8	2	26
CCOc1ccc(C(C)=O)cc1N1C(=O)C2C3C=CC(O3)C2C1=O (centres undefined)	0.8	0.1	18	88	87	16	8	1	15	18
Cc1ccc2oc(=O)c3cc(C(=O)NCc4ccco4)sc3c2c1	0.9	-0.1	nt	88	112	14	-3	6	-13	23
CCNC(=O)C1CCCN1S(=O)(=O)c1ccc(OC)cc1 (centres undefined)	0.9	-0.3	0	97	104	15	9	10	-2	4

Reformatted with each value named: 4 of the compounds above.
Structure: O=C(Nc1ccc2oc(=O)ccc2c1)c1cc([N+](=O)[O-])ccc1N1CCOCC1
  Diaph act CS: 0.8
  Hsp70 act: -0.1
  APP 5UTR inh: 9
  STAT3 act: 102
  STAT1 activator: 105
  Diaph inh CS: 18
  TLR4 MyD88 comp: -19
  G6PDH CS: -4
  STAT1 inh: -7
  STAT3 inh: 2

Structure: CCNC(=O)C1CCCN1S(=O)(=O)c1ccc(OC)cc1 (centres undefined)
  Diaph act CS: 0.9
  Hsp70 act: -0.3
  APP 5UTR inh: 0
  STAT3 act: 97
  STAT1 activator: 104
  Diaph inh CS: 15
  TLR4 MyD88 comp: 9
  G6PDH CS: 10
  STAT1 inh: -2
  STAT3 inh: 4

Structure: Cc1ccc(-n2ncc(C(=O)Nc3cc(Cl)cc(Cl)c3)c2C2CCNCC2)cc1C
  Diaph act CS: 1
  Hsp70 act: -0.1
  APP 5UTR inh: 79*
  STAT3 act: 79
  STAT1 activator: 99
  Diaph inh CS: 2
  TLR4 MyD88 comp: -3
  G6PDH CS: 8
  STAT1 inh: 2
  STAT3 inh: 26

Structure: CCNC(=O)OCc1cn(-c2ccc(Cl)cc2)nn1
  Diaph act CS: 0.9
  Hsp70 act: -0.2
  APP 5UTR inh: -15
  STAT3 act: 95
  STAT1 activator: 106
  Diaph inh CS: 10
  TLR4 MyD88 comp: -5
  G6PDH CS: -8
  STAT1 inh: -6
  STAT3 inh: 14

Whole records, quoted from the list. Order of screens: Diaph act CS | Hsp70 act | APP 5UTR inh | STAT3 act | STAT1 activator | Diaph inh CS | TLR4 MyD88 comp | G6PDH CS | STAT1 inh | STAT3 inh
Entry for Cc1ccccc1C(=O)NC1CCN(C(=O)N2CCOCC2)CC1 = 1 | -0.6 | 7 | 106 | 101 | -1 | 19 | 14 | 2 | -4
Entry for CCNC(=O)C1CCCN1S(=O)(=O)c1ccc(OC)cc1 (centres undefined) = 0.9 | -0.3 | 0 | 97 | 104 | 15 | 9 | 10 | -2 | 4

Following part:
Molecule	Diaph act CS	Hsp70 act	APP 5UTR inh	STAT3 act	STAT1 activator	Diaph inh CS	TLR4 MyD88 comp	G6PDH CS	STAT1 inh	STAT3 inh
COCCCNC(=O)Cn1nc(-c2ccccc2OC)ccc1=O	0.9	-0.1	9	98	95	7	-13	0	5	7
Cc1cccc(C(=O)NCCc2n[nH]c(=S)n2C)c1	1	-0.2	-9	97	108	4	-6	13	-9	8
CCOC(=O)C1CCN(S(=O)(=O)Cc2ccccc2)CC1	1.1	-0.1	12	101	108	-15	1	51*	-9	2
COc1cccc(NC(=O)CSc2nc3c(c(-c4ccco4)c2C#N)CCCC3)c1	1.1	0.3	2	104	96	-14	10	1	5	7
O=c1cc(CN2CCN(c3ccccc3)CC2)c2c(ccc3ccccc32)o1	0.7	-0.3	12	98	98	26	-3	8	2	6
Cc1cc(C)n2nc(C(=O)NCCc3ccccc3)nc2n1	0.9	0.2	-26	118	125	5	13	8	-27	-18
COc1cc(C(=O)NNC(=O)c2ccc(NC(C)=O)cc2)cc(OC)c1OC	0.9	-0.1	11	107	102	6	0	5	-2	0
Cc1ccc(Oc2c(C(N)=O)cc([N+](=O)[O-])cc2[N+](=O)[O-])cc1	0.9	-0.2	10	106	103	14	-8	7	-3	-10
O=C(C1CCCO1)N1CCN(C(=S)Nc2ccccc2)CC1 (centres undefined)	0.9	0.1	8	103	95	10	-7	6	6	-4
COc1ccc(C2=NCCc3cc(OC)c(OC)cc32)cc1OC	0.9	0.0	10	106	97	6	-8	2	6	-10
COC(=O)CC1=C(C(=O)OC)C(c2ccncc2)C(C#N)=C(N)O1 (centres undefined)	1	0.0	4	98	82	-3	-11	12	19	5
Cc1oc(C(=O)O)cc1COc1ccc2c(C)cc(=O)oc2c1	0.8	-0.1	-12	95	100	17	14	-3	3	9
O=C(CN(Cc1ccco1)C(=O)Cn1nnc(-c2ccc(F)cc2)n1)NC1CCCC1	0.9	0.0	-14	103	97	11	-3	8	3	2
COc1ccc(NC(=O)CC2(Cc3ccccc3)CCOC(C)(C)C2)cc1 (centres undefined)	1	0.0	0	109	103	0	4	-6	-3	-12
COc1ccc(C(=O)Nc2ccc3oc(-c4cccc(F)c4)nc3c2)cc1OC	0.9	nt	-1	nt	nt	6	nt	-9	nt	nt
CCC(C)NC(=O)C1CCN(C(=O)N(C)C)CC1 (centres undefined)	0.9	-0.6	-13	97	95	12	7	0	5	9
Cc1cc(C(=O)NCc2cccs2)cs1	0.8	-0.2	-6	101	105	18	-3	9	-5	1
COc1ccc(Nc2ncnc3c2cnn3Cc2ccccc2)cc1OC	0.8	-0.4	-7	87	98	25	-16	4	2	21
Cc1nn(-c2ccccc2)c(C)c1NC(=O)c1cccs1	1.1	-0.1	-12	105	93	-6	-10	-4	8	-8
Cc1ccc(C)c(OCC(=O)NCC(C)C)c1C	0.9	-0.2	16	96	97	6	3	1	3	8
COc1ccc(OCC(=O)Nc2ccc(C)cc2)cc1	1	0.2	-10	100	103	-4	0	2	-3	4
CCCN1C2CCCC1CC(NC(=S)Nc1cc(C)ccc1C)C2 (centres undefined)	0.9	-0.3	-5	95	99	10	-2	4	1	10
CC(C)CCNC(=O)CN(Cc1cccs1)C(=O)CCC(=O)Nc1nccs1	0.9	-0.2	12	102	97	6	4	0	3	4
O=C(/C=C/c1ccccc1)N1CCN(CC(O)COc2ccccc2)CC1 (centres undefined)	1	-0.3	-16	104	99	1	-13	-14	1	1
O=C1NN=C(c2ccc(Br)cc2)CC1c1ccc(Cl)cc1 (centres undefined)	0.8	-0.3	1	99	93	18	9	-5	7	4
Cc1ccc(CNc2ncccc2-c2nc3cc(Cl)ccc3o2)cc1	1	-0.1	1	93	104	-2	7	11	-4	15
Cc1c(C(=O)NCCCN2CCCC2=O)oc2ccc(S(=O)(=O)N3CCOCC3)cc12	0.9	0.0	-22	99	104	9	6	15	-6	7
O=C(NC1CCCC1)C(c1cccs1)N(C(=O)c1ccco1)c1ccc2c(c1)OCO2 (centres undefined)	0.9	-0.5	-4	101	91	12	-8	14	9	0
CCCn1c(SCCC(=O)O)nc2ccccc21	1	-0.2	6	95	105	-5	-15	7	-7	12
Cc1nc2sc(C(c3ccco3)N3CCC(C)CC3)c(O)n2n1 (centres undefined)	0.9	-0.1	2	99	96	11	-8	3	5	2
CC(C)Cc1nnc(NC(=O)CSc2nc(=O)cc(N)n2-c2ccccc2)s1	0.9	-0.1	-16	106	99	7	4	1	1	-4
N#CCN1CCN(CCC(=O)Nc2ccc(OCc3ccccc3)cc2)CC1	0.9	-0.3	-6	95	94	11	-5	-1	3	6
NNC(=O)c1ccc(COc2ccccc2)cc1	0.9	-0.4	2	92	100	12	-8	-4	0	14
COc1ccc([N+](=O)[O-])cc1NC(=O)c1ccc(N(Cc2ccccc2C)S(C)(=O)=O)cc1	0.9	-0.2	0	100	105	10	3	-4	-5	-5
COc1cc(C(c2nnnn2C2CCCC2)N2CCN(C)CC2)cc(OC)c1OC (centres undefined)	0.9	0.0	3	97	99	8	-9	3	1	9
CCCn1c(N2CCN(C(=O)Nc3ccccc3)CC2)nc2ccccc21	1	-0.1	-16	79	95	2	-6	3	4	28
COc1cc(OC)cc(C(=O)NNC(=S)Nc2ccccc2OC)c1	1	-0.4	-16	91	111	0	5	0	-12	15
Cc1ccc(C)c(NC(=S)NC(NC(=O)/C=C/c2ccccc2)C(Cl)(Cl)Cl)c1 (centres undefined)	0.8	-0.2	4	105	98	16	1	-1	3	2
Cc1cc(C)n(-c2ccc(C(=O)Nc3ccc(S(=O)(=O)NCc4ccco4)cc3)cc2)n1	0.8	-0.3	6	37	90	17	10	-1	11	75*
COc1ccc(Cl)cc1C(=O)Nc1nnn(C)n1	0.8	0.0	-4	91	100	15	3	2	0	16
Cc1cnc(NC(=O)C2(c3ccccc3)CC2)s1	1	-0.2	-6	109	108	1	-1	10	-9	-8
Nc1nc(NCc2ccccc2)nc(Nc2cccc(F)c2)c1[N+](=O)[O-]	1	-0.1	-26	102	104	2	-4	1	1	7
COc1ccc(-c2nnc(N(C)C(=O)C3CCCO3)s2)cc1 (centres undefined)	0.9	0.0	-55	95	121	10	-1	-3	-24	8
Cc1ccccc1CNC(=O)c1cc(COc2ccc(F)cc2F)on1	0.7	0.0	4	101	101	33	-15	21	-3	4
CC(=O)Nc1ccc(OCC(O)CN2CCN(Cc3ccccc3)CC2)cc1 (centres undefined)	1	-0.4	-1	104	101	-5	11	-8	0	-2
COc1cccc(Nc2ncnc3ccccc23)c1	0.9	0.5	-56	100	117	8	-2	0	-19	5
Cc1cc2oc(=O)cc(CSc3nnc(-c4cccs4)o3)c2cc1C(C)C	1	0.0	-12	106	96	4	-3	-46	4	-4
Cc1ccc2[nH]c(C)c(CC(=O)O)c2c1	1	-0.1	15	103	103	-4	2	-5	-3	-4
c1ccc(-c2csc(-n3cccn3)n2)cc1	0.9	-0.2	-12	90	124	14	-4	0	-26	16
O=C(CN1CCOCC1)N/N=C/C=C/c1ccccc1	1	0.0	0	92	93	4	5	5	8	14
